LYPLA1 inh: counter-screen for PME1 inhibitors: inhibitors of human LYPLA1 | recombinant LYPLA1, FP-Rh probe fluorescence polarization | 0.16% of 320,000 active | O75608 | AID 2174 | inhibition, % at 5.9 µM;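 active = inhibition above the mean of all tested compounds plus 3 SD, set per campaign, cut at about 14% in these data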;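 note: inhibitors block serine hydrolase probe labeling of LYPLA1 so polarization falls; 0% = enzyme with DMSO and 100% = wells lacking LYPLA1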
pPAFAH FP inh: pPAFAH (human) enzyme inhibition; Q13093; recombinant pPAFAH, FP-rhodamine probe fluorescence polarization; inhibition, % at 3.39 µM; 1.5% of 330,000 active; AID 463082;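 active = inhibition above the mean inhibition across the screen plus 3 SD, cut at about 25% in these data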;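 note: inhibitors block binding of the rhodamine activity-based probe so polarization drops; 0% = enzyme with DMSO and 100% = wells lacking pPAFAH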
Target sequence (Q13093 whole entry, looked up): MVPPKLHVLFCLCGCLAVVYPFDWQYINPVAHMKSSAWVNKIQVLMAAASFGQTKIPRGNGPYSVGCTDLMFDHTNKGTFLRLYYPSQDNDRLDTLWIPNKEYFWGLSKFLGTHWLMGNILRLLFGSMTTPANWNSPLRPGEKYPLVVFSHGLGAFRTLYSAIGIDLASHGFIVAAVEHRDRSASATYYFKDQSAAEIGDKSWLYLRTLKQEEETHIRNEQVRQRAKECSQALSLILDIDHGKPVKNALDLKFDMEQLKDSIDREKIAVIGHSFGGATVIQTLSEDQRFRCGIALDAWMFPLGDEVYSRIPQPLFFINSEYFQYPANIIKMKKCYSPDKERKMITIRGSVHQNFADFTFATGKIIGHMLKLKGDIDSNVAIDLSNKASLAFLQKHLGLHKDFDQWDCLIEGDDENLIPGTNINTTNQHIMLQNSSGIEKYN
PAFAH1B2 FP inh: inhibitors of human PAFAH1B2. P68402. inhibition, % at 3.39 µM. AID 492953. recombinant PAFAH1B2, FP-rhodamine activity probe, fluorescence polarization. 1.2% of 340,000 active;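 active = inhibition above the mean of all tested compounds plus 3 SD, cut at about 24% in these data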;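 note: 0% = enzyme with DMSO and 100% = wells lacking PAFAH1B2; many of its hits are not listed in these tables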
Target sequence (P68402 whole entry, looked up): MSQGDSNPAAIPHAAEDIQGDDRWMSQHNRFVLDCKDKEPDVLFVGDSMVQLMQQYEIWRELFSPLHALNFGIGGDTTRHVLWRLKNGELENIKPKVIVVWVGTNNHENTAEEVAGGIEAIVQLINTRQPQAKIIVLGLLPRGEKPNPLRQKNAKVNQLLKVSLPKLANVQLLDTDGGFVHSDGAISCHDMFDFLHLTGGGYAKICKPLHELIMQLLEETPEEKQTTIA
PAD4 inh: inhibitors of human PAD4; recombinant PAD4, RCA probe fluorescence polarization; inhibition, % at 6.36 µM; Q9UM07; 0.41% of 330,000 active;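 active = percent inhibition above a cutoff equal to the mean of all tested compounds plus 3 SD, cut at about 15% in these data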;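 note: 0% = PAD4 with RCA probe and DMSO and 100% = probe without PAD4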
PAFAH1B3 inh: inhibitors of human PAFAH1B3; Q15102; recombinant PAFAH1B3, FP-rhodamine probe, fluorescence polarization; inhibition, % at 3.39 µM; 0.28% of 340,000 active;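 active = inhibition above the screen-wide average of all tested compounds plus 3 SD, cut at about 25% in these data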;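 note: 0% = enzyme with DMSO only and 100% = wells lacking PAFAH1B3 protein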
Target sequence (Q15102 whole entry, looked up): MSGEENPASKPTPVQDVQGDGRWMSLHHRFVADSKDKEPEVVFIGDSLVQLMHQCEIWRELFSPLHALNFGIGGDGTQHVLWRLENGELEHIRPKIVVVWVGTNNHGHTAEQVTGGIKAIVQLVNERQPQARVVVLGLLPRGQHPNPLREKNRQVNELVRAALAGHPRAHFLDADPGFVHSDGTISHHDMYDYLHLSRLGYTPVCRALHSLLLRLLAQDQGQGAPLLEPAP
LYPLA2 inh: counter-screen for PME1 inhibitors: inhibitors of human LYPLA2 | O95372 | recombinant LYPLA2, FP-Rh probe fluorescence polarization | inhibition, % at 5.9 µM | 0.38% of 320,000 active;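 active = inhibition above the screen-wide mean plus 3 SD, limit set per campaign, cut at about 26% in these data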;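 note: 0% = LYPLA2 with DMSO and 100% = wells lacking LYPLA2 enzyme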
PREPL inhibitor: inhibits the human prolyl oligopeptidase-like enzyme; AID 2751; 0.68% of 320,000 active; inhibition, % at 5.96 µM; recombinant PREPL, fluorescence polarization activity-based probe; Q4J6C6; in the data active = inhibition above about 43%;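 note: 0% = enzyme with DMSO and 100% = wells lacking enzyme; many of its hits are not listed in these tables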
GSTO1 inh: blocks human GSTO1 in RBBP9 counter-screen. recombinant GSTO1, activity-based probe fluorescence polarization. P78417. 1.1% of 300,000 active. AID 1974. inhibition, % at 5.96 µM;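 active = inhibition above the campaign mean inhibition plus 3 SD, cut at about 35% in these data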;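 note: 0% = GSTO1-1 with DMSO and 100% = wells lacking GSTO1-1 enzyme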
PAFAH2 inh: inhibitors of human PAFAH2; recombinant PAFAH2, FP-rhodamine activity probe, fluorescence polarization; inhibition, % at 3.39 µM; 0.99% of 340,000 active;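 active = inhibition above the mean over all tested compounds plus 3 SD, cut at about 30% in these data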;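 note: inhibitors block probe labeling of enzyme so polarization drops; 0% = enzyme with DMSO and 100% = wells lacking PAFAH2 protein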
Starred values were filed as active, the others as inactive; x = not tested or not shown.

Order of results: LYPLA1 inh	pPAFAH FP inh	PAFAH1B2 FP inh	PAD4 inh	PAFAH1B3 inh	LYPLA2 inh	PREPL inhibitor	GSTO1 inh	PAFAH2 inh
[1] O=C1CCC(C(=O)N2CCOCC2)CN1Cc1ccc(Cl)cc1 (centres undefined)
    -1	-7	-5	-7	-3	-1	-1	5	1
[2] CC(=O)c1cc2c(cc1NC(=O)CSc1nnc(C)s1)OCO2
    -5	-4	3	-3	0	-3	15	18	6
[3] CCOC(=O)CSc1nnc(-c2ccc([N+](=O)[O-])cc2)o1
    1	3	0	1	5	0	2	4	-2
[4] Cn1c(CCC(=O)O)nc2cc(S(=O)(=O)N3CCCC3)ccc21
    x	-1	2	1	12	x	0	x	2
[5] CC(C)COc1ccc(S(=O)(=O)NNC(=O)c2cc3ccccc3o2)cc1
    -6	-4	5	-2	1	-2	-66	-4	2
[6] COc1c(Cl)cnn(-c2ccc(C)cc2)c1=O
    -5	0	5	4	-6	-6	-7	0	0
[7] Cc1ccc(C(=O)N2CCCC2)cc1S(=O)(=O)Nc1cccc(C)c1C
    -3	4	4	2	1	-6	3	-1	25
[8] Cc1cc(C)nc(NS(=O)(=O)c2ccc(NC(=O)COc3ccccc3F)cc2)n1
    1	5	-3	-2	4	-1	-3	x	3
[9] COC(=O)[C@@]12CCCCN1[C@H](c1ccc(-c3ccc4c(c3)OCO4)c(OC)c1)[C@@H]1C(=O)N(C)C(=O)[C@@H]12
    -2	9	-1	-1	-1	1	15	6	-4
[10] Cc1[nH]c2ccccc2c1C(=O)COC(=O)C1CC(O)CN1S(=O)(=O)c1ccc(Cl)cc1 (centres undefined)
    -5	-8	-4	-3	12	-3	-7	x	4
[11] COc1ccc(NS(=O)(=O)c2cccc(C(=O)NN=Cc3ccc(O)c(OC)c3)c2)cc1
    x	20	-4	-2	6	x	17	x	0
[12] Cc1ccc(C(C)C)c(OCC(O)CN2CCOCC2)c1 (centres undefined)
    4	5	7	1	10	9	2	2	5
[13] N=c1n(CCO)c2ccccc2n1Cc1ccccc1Cl
    0	-10	1	4	-2	-3	-7	8	0
[14] COc1cc2c(c(O)c1OC)C(=O)C(OC)CCC2 (centres undefined)
    4	-2	0	-6	0	0	8	1	7
[15] Cc1cc(C(=O)Nc2ccc(C)c(S(=O)(=O)N3CCOCC3)c2)c2ccccc2n1
    1	-2	-3	-6	11	-3	0	x	1
[16] COc1cccc(CN2C(=O)C(C)N(C(=O)c3c(F)cccc3F)c3ccccc32)c1 (centres undefined)
    2	6	4	1	6	11	14	-2	2
[17] NS(=O)(=O)c1ccc(NC(=O)c2cccc(N3C(=O)c4ccccc4C3=O)c2)cc1
    -4	8	4	-1	-5	-2	0	-2	-2
[18] CCOC(=O)c1ccc(NC(=O)/C=C/c2cccs2)cc1
    -16	-2	3	0	-5	-19	-3	-21	0
[19] COc1cccc(C2CNC3(CCCC(C)C3)c3[nH]c4ccccc4c32)c1OC (centres undefined)
    2	0	5	-8	2	-4	22	-3	0
[20] Cc1noc(C)c1NC(=O)N(C)C[C@H]1Oc2c(NC(=O)c3ccncc3)cccc2C(=O)N([C@H](C)CO)C[C@@H]1C
    x	-1	5	-2	2	x	26	x	4
[21] OC(CNCC#Cc1ccccc1)c1ccccc1 (centres undefined)
    2	3	4	-2	9	2	-14	-2	-1
[22] Cn1c(=O)n(CCOc2ccccc2Cl)c2ccccc21
    1	7	1	5	6	1	-13	0	1
[23] COc1cccc(CCNC(=O)COc2cccc3c2OC(C)(C)C3)c1
    1	9	5	2	10	4	-2	9	7
[24] COc1ccc(/C=N\NC(=O)COc2ccc(Cl)cc2Cl)c(C(=O)O)c1OC
    1	2	6	-1	-2	0	4	4	2
[25] Fc1ccc(-n2nnc(-c3ccccc3Cl)n2)cc1
    -1	6	5	-3	8	-4	-3	1	2
[26] O=C(Nc1ccc2c(c1)CCC2)c1ccc(Br)o1
    -1	-3	2	-1	1	0	-4	11	-5
[27] CCC(C)C(=O)Nc1cc(C(=O)OC)cc(C(=O)OC)c1 (centres undefined)
    3	6	1	0	2	5	20	-2	10
[28] CCOc1cc2[nH]c(=S)n(Cc3ccc(C(=O)NCC(OC)OC)cc3)c(=O)c2cc1OCC
    -1	2	2	-4	-2	3	5	4	0
[29] CCN1CCc2c(sc(NC(=O)COc3ccccc3)c2C(=O)OC)C1
    -2	-1	7	4	-3	-4	5	1	1
[30] CC(=O)Nc1ccc(S(=O)(=O)N2CCC(N3CCCCCC3)CC2)cc1
    -3	1	1	-4	5	6	-13	1	5
[31] Cc1c(C(=O)N2CCCc3ccccc32)oc2ccccc12
    1	-6	10	-5	-3	1	-12	-2	1
[32] COCc1nnc(NC(=O)c2ccc(S(=O)(=O)N(CC(C)C)CC(C)C)cc2)o1
    1	3	5	-3	9	-2	-4	-3	6
[33] COc1ccc(OC)c(NC(=O)CCCC(=O)NC2CCCCC2)c1
    -2	-4	-1	3	2	-9	6	10	4
[34] CCCOC(=O)c1ccc(NC(=O)c2cc(Cl)ccc2OC)cc1
    2	0	0	-2	-1	3	-10	-4	-4
[35] CCC1Oc2ccccc2N(Cc2ccccc2C)C1=O (centres undefined)
    -2	1	4	2	5	2	-1	6	3
[36] CC(C)(C)NC(=O)COC(=O)c1ccc(Cl)c(S(N)(=O)=O)c1
    6	-1	-2	-1	-7	9	26	2	5
[37] CC[N+]1(C)[C@@H]2CC[C@H]1CC(OC(=O)[C@H]1CCC(C(=O)OC3C[C@H]4CC[C@@H](C3)[N+]4(C)CC)(c3ccccc3)c3ccccc31)C2 (some centres undefined)
    0	2	0	-10	6	-1	8	2	3
[38] O=C(Nc1ccc([N+](=O)[O-])cc1)C1C(c2ccccc2)=C1c1ccccc1
    -10	-1	-3	-2	-5	-9	6	-5	-18
[39] CCCCNC(=S)NNC(=O)c1csc(CC)c1
    -2	5	4	2	2	-7	-2	0	2
[40] CC(C)C[C@@H]1NC(=O)[C@H](Cc2ccccc2)N(C)C(=O)[C@H](C)NC(=O)c2ccccc2NC(=O)[C@H](Cc2ccc(O)cc2)N(C)C1=O
    -7	1	-8	3	8	-19	12	-10	-7
[41] Cn1c(NC(=O)c2ccc(C(C)(C)C)cc2)cc(=O)n(C)c1=O
    0	-2	3	1	5	1	-5	3	6
[42] O=C(O)CC(c1ccccc1)n1cccc1 (centres undefined)
    -3	-1	2	4	5	7	6	0	5
[43] Cc1cc2nnc(SCC(=O)NC3CCCCC3)n2c(N)n1
    -3	-1	1	-4	2	-4	-3	-1	6
[44] COc1ccc(S(=O)(=O)Cc2ccc(C(=O)N3CCc4ccccc4C3)o2)cc1
    -3	10	4	-4	4	6	-9	5	3
[45] O=C(CSc1ccccn1)Nc1ccccc1F
    0	-1	5	-1	5	-3	-5	2	-1
[46] Cc1c(C(=O)N2CCCC2)c(S(=O)(=O)N2CCCCC2)c(C)n1C
    -1	0	4	3	8	-1	10	3	5
[47] CCOc1cc(/C=C2\SC(=Nc3ccccc3)N(c3ccccc3)C2=O)ccc1OCC(=O)O
    -2	7	3	-5	-8	3	10	-11	-2
[48] Cn1c(SCC(=O)N2CCOCC2)nnc1-c1ccc(NC(=O)c2ccccc2F)cc1
    1	8	6	1	12	2	5	3	5
[49] N#Cc1nc(-c2ccc(Cl)cc2)oc1NCc1ccco1
    3	-4	1	4	1	6	5	2	-1
[50] Nc1ccccc1SC/C=C/CSc1ccccc1N
    6	11	5	-4	5	4	10	8	7
[51] COc1ccc(N(CC(=O)Nc2ccccc2C)S(=O)(=O)c2c(C)[nH]c(=O)[nH]c2=O)cc1
    0	-3	11	-1	7	4	2	-1	0
[52] CN(C)CCCNc1ncc(C(F)(F)F)cc1Cl
    0	2	1	0	3	1	2	2	13
[53] COc1ccc([C@H]2CC(=O)C=C(c3cccc4c3Oc3ccccc3S4)C2)cc1OC
    -6	2	7	-2	7	-8	11	x	6
[54] COc1ccccc1CNC(=O)COC(=O)Cc1c(Cl)cccc1Cl
    0	6	-2	-2	12	-4	-2	-2	-1
[55] CCC(C)(C)n1nnnc1C(c1cc2ccc(OC)cc2[nH]c1=O)N1CCN(C2CCCCC2)CC1 (centres undefined)
    -2	4	3	2	8	3	0	1	-3
[56] CN(C)S(=O)(=O)c1ccc(C(=O)NC(=O)CSc2nnnn2C)cc1
    x	1	7	-6	9	x	6	x	3
[57] O=C(NCCN1CCN(Cc2ccccc2)CC1)C1c2ccccc2C(=O)N2CCc3ccccc3C12 (centres undefined)
    1	-1	8	-1	16	-2	12	2	8
[58] CC(=O)N(C)N1c2ccccc2CCc2ccccc21
    2	-1	6	2	8	1	-2	9	-2
[59] O=C(c1ccc(S(=O)(=O)N2CCCC2)cc1)N(c1ccccc1)C1C=CS(=O)(=O)C1 (centres undefined)
    -1	1	3	-1	-6	6	11	-2	0
[60] O=C(NCCCN1CCOCC1)C1COc2ccccc2O1 (centres undefined)
    -4	3	4	3	1	3	-6	2	-6

Additional records follow:
Order of results: LYPLA1 inh	pPAFAH FP inh	PAFAH1B2 FP inh	PAD4 inh	PAFAH1B3 inh	LYPLA2 inh	PREPL inhibitor	GSTO1 inh	PAFAH2 inh
[61] O=C(CC1C(=O)NCCN1Cc1ccc(-c2ccccc2)cc1)NCc1ccccc1 (centres undefined)
    -1	20	-1	0	3	1	38	6	-3
[62] COc1ccc(CCNc2nc(-c3sc(C)nc3C)cs2)cc1OC
    2	2	6	-1	0	3	8	-2	-2
[63] NC(=O)C1CCN(C(=O)c2ccc(NS(=O)(=O)c3ccc(F)c(F)c3)cc2)CC1
    3	3	4	1	-6	2	1	x	-1
[64] COCc1nc2ccccc2n1Cc1c(F)cccc1Cl
    3	0	4	-4	1	-4	-18	-10	-5
[65] Cc1ccc(C(=O)NCN2CCN(c3ccc(F)cc3)CC2)cc1
    2	3	7	-2	2	-2	15	x	-2
[66] CC(=O)c1cc2c(cc1NC(=O)Cn1nc(C)c(C)c(C#N)c1=O)OCO2
    -1	1	-1	1	1	-1	-4	6	-2
[67] O=C(NCc1cccnc1)c1cc(C(=O)C2CC2)c[nH]1
    0	-1	2	2	7	3	2	8	-6
[68] CCN(C(=O)CSc1nc2ccccc2c(=O)n1-c1cccc(C)c1)C1CCS(=O)(=O)C1 (centres undefined)
    -1	-1	4	2	7	0	-4	-2	0
[69] CC(C)OC(=O)C(C)(C)Oc1ccc(C(=O)c2ccc(Cl)cc2)cc1
    -2	6	0	-1	8	1	-3	6	0
[70] CCOc1cccc(=O)c2c(C)n(Cc3ccccc3)c(C)c12
    -1	27*	-1	2	3	1	16	4	7
[71] CCCCOC(=O)c1ccc(-c2ccc(/C=N/NC(=S)NCC)o2)cc1
    -5	4	-1	-6	0	-9	5	8	-11
[72] Cc1cccc(C)c1NC(=O)CC(NCCc1ccccc1)C(=O)O (centres undefined)
    5	-1	4	0	6	7	-2	-2	1
[73] CCOC(=O)C1CCN(c2c(NCCC(C)C)c(=O)c2=O)CC1
    4	5	3	-5	4	3	7	8	1
[74] COc1ccc(OC)c(NC(=O)Cn2c(CCC(=O)O)ccc2-c2cccs2)c1
    1	11	-1	1	-5	1	2	1	-8
[75] CCOc1ccc(NC(=O)CN(Cc2ccccc2)S(C)(=O)=O)cc1
    4	4	4	2	9	8	7	-1	11
[76] CC(C)N(C(=O)Cn1cc(SCC(=O)NCc2ccco2)c2ccccc21)C(C)C
    4	2	5	3	-4	4	-2	3	1
[77] CC1CCN(S(=O)(=O)c2cc3c4c(c2)CCN4C(=O)CC3)CC1
    3	4	3	2	5	0	5	1	-3

Screening data (PubChem BioAssay)

Only part of the results is shown. The share of hits here may be higher or lower than overall.
